H9c2 TAG inh: inhibitors of triacylglycerol accumulation; 230,000 tested, 0.66% active; H9c2 cells, Nile Red lipid (TAG) fluorescence; cells loaded with 200 µM oleic acid; inhibition, % at 12.5 µM; AID 651582;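 active = pattern-corrected inhibition of lipid staining of at least 50% with the nuclear-stain viability signal not falling by more than 50%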;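 also: 0% = DMSO wells and 100% = triacsin C control wells; some results filed as inactive read as strong as hits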
H9c2 TAG inh DAPI viability: further read-out of H9c2 TAG inh, marked with its call; DAPI nuclei signal change (viability), lower = more cytotoxic, %;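 whole-well DAPI fluorescence read on a plate reader as a viability signal; minus 50 percent equals half of cells still viable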
An asterisk follows results filed as active. The list is partial (hit frequency here may not be typical).

Each structure is followed by: H9c2 TAG inh	H9c2 TAG inh DAPI viability
Cc1ccc(NC(=S)N(CCN2CCCCC2)Cc2ccco2)cc1C
→ -21	23
O=C(CCNC(=O)c1ccccc1Cl)NN=Cc1ccco1
→ 13	-8
Cc1ccccc1-n1c(Cn2c(=O)sc3ccccc32)nnc1SCC(=O)Nc1nccs1
→ -17	3
COc1ccc(CCCC(=O)N/N=C\c2cccs2)cc1
→ -11	-5
Cc1cccc(OCC(=O)Nc2ccc(NC(=O)c3ccccc3)cc2)c1
→ 15	2
CCOC(=O)C1ON2CCCCC2C1(O)C(F)(F)F (configuration not stated)
→ 10	-9
O=c1oc2cc(O)ccc2s1
→ -3	1
COc1ccc2c(-c3ccc(SC)cc3)c(-c3ccc(S(C)(=O)=O)cc3)sc2c1
→ 31	75
Cc1cc(NC(=O)CSc2nnc(-c3ccccc3F)n2N)no1
→ -40	-3
CC1CCCCC1NC(=O)COC(=O)COc1ccc(Cl)cc1 (configuration not stated)
→ 5	-8
O=C(COc1ccccc1)Nc1nn[nH]n1
→ -4	9
COc1ccc(/C(O)=C2/C(=O)C(=O)N(CCN(C)C)C2c2cccnc2)cc1OC (configuration not stated)
→ -6	5
CC(=O)N/C(N)=N/c1nc(=O)c2ccccc2s1
→ -6	-1
CCCCn1c(SCC(=O)N2CC(=O)Nc3ccccc32)nnc1-c1ccoc1C
→ -8	-9
Cc1ccc(-c2nn(-c3ccccc3)cc2C(=O)NN2CCN(C)CC2)cc1
→ -15	1

Taken from above:
Cc1ccc(NC(=S)N(CCN2CCCCC2)Cc2ccco2)cc1C in H9c2 TAG inh: -21
COc1ccc(CCCC(=O)N/N=C\c2cccs2)cc1 in H9c2 TAG inh: -11
Cc1ccc(-c2nn(-c3ccccc3)cc2C(=O)NN2CCN(C)CC2)cc1 in H9c2 TAG inh: -15
Cc1cc(NC(=O)CSc2nnc(-c3ccccc3F)n2N)no1 in H9c2 TAG inh DAPI viability: -3
O=c1oc2cc(O)ccc2s1 in H9c2 TAG inh DAPI viability: 1

Returning to the listing with the 2 entries that preceded the break.
Each structure is followed by: H9c2 TAG inh	H9c2 TAG inh DAPI viability
CCCCn1c(SCC(=O)N2CC(=O)Nc3ccccc32)nnc1-c1ccoc1C
→ -8	-9
Cc1ccc(-c2nn(-c3ccccc3)cc2C(=O)NN2CCN(C)CC2)cc1
→ -15	1
COCCCn1c2nc3ccccc3nc2c2c(=O)n(-c3ccccc3OC)cnc21
→ 5	-11
CC(=O)Nc1ccc2c(c1Br)Cc1ccccc1-2
→ 4	-3
Cc1nn(CC2CC2)c(=O)n1-c1ccc(F)cc1
→ -62	-1
O=C(COC(=O)c1ccco1)NCC1CCCCC1
→ -4	2
O=C(OCc1nc2ccccc2s1)[C@@H]1CCCN1S(=O)(=O)c1ccccc1F
→ 5	1
COc1cc2c(cc1OC)-c1nnc(-c3cccs3)n1C1(CCCC1)C2
→ -31	-1
Cc1cc(C(=O)N/N=C/c2cc(Cl)cc([N+](=O)[O-])c2O)n[nH]1
→ -4	7
O=C(Nc1ccc(Cl)cc1)Nc1ccc(N2CCC(C(F)(F)F)CC2)nc1
→ -4	9
CCCCCc1cc(=O)oc2c(C(CCN3CCCCC3)c3ccc(OC)cc3)c(OC)cc(OC)c12 (configuration not stated)
→ 111*	-30*
CCCS(=O)(=O)NC(=O)C1(C)CCN(C(=O)c2cc(-c3cccs3)oc2C)C1 (configuration not stated)
→ 4	-5
O=[N+]([O-])c1ccc(O)c(/C=N/n2c(-c3ccccc3)n[nH]c2=S)c1
→ 7	0
Cc1nn(-c2ccc(Cl)nn2)c(=O)c2ccccc12
→ 2	-14
CC(C)Cc1cc(C(=O)Nc2ccc(Br)cc2)no1
→ -17	7
CCOc1ccc(Br)cc1S(=O)(=O)NC1=NCCCCC1
→ -22	7
CC1(C)Nc2ccc(O)cc2-c2c1ssc2=S
→ -11	7
CCOC(=O)C1CCN(C(=O)C2CCN(S(=O)(=O)c3c(C)noc3C)CC2)CC1
→ 14	-9
COc1ccc(C(=O)N2[C@@H](C(C)C)COc3cc(Br)ccc3S2(=O)=O)cc1
→ 0	-3
Cc1ccc(C)c(OCCC(=O)Nc2ccccc2C(=O)NC2CC2)c1
→ -1	4
Cc1ccc(S(=O)(=O)N(C)C[C@H]2Oc3cc(C#Cc4ccccc4)ccc3S(=O)(=O)N([C@H](C)CO)C[C@@H]2C)cc1
→ 50	8
CC(C)(C)C(=O)O/N=C(\N)c1ccc(Oc2cc(Cl)cc(Cl)c2)c([N+](=O)[O-])c1
→ -14	7
O=C(CS(=O)(=O)c1ccccc1)Nc1ccc(Cl)cn1
→ -9	0
CCOC(=O)c1c(C)[nH]c(C(=O)COC(=O)c2ccccc2NC(=O)c2ccco2)c1C
→ 13	15
Cc1ccc([C@@H]2CC=C(C(=O)O)[C@H](c3ccc(Br)cc3)N2S(=O)(=O)c2ccccc2C)cc1
→ -10	-7
C=C1CSc2nc(=O)c3c4c(sc3n21)CCCC4
→ 10	8
NC(=O)c1ccc(NC(=O)COC(=O)C2(c3ccccc3F)CCCC2)cc1
→ 15	0
COc1cccc(NC(=O)N2CCc3nc(NCc4cccc(Oc5ccccc5)c4)ncc3C2)c1
→ 8	-7
Cc1sc2nc(CSCC(=O)NC3(C#N)CCCCC3)[nH]c(=O)c2c1C
→ 3	-7
CCC(Sc1nc2cc(OC)c(OC)cc2c(=O)n1CCc1ccc(OC)c(OC)c1)C(=O)NCCOC (configuration not stated)
→ 4	-3
CCN(CC(=O)Nc1ccc(NC(C)=O)cc1)C(=O)c1cc2ccccc2oc1=O
→ -3	1
O=C(CC(C(=O)NCc1ccccc1)c1nc2ccccc2c(=O)[nH]1)NCc1ccccc1 (configuration not stated)
→ 3	0

Additional records:
mol	H9c2 TAG inh	H9c2 TAG inh DAPI viability
COCC(C)n1c(SCC(=O)NC2CCCCC2)nc2ccccc2c1=O (configuration not stated)	9	-2
Cc1ccc(NC(=O)COC(=O)CCC2CCCC2)c(Br)c1	9	1
Clc1ccccc1N1CCN(Cc2ccc(Br)o2)CC1	-17	14
COCc1nnc(NC(=O)CSCc2ccccc2)s1	-7	3
CC12CCC(=O)N1C(C(=O)Nc1cc(C(F)(F)F)ccc1N1CCCCC1)CS2 (configuration not stated)	-19	0
Cc1ccc(CNC(=O)C2CC3Cn4c(nc5ccccc54)C3N2C)o1 (configuration not stated)	-11	0
O=C(CNC(=O)c1ccccc1F)NCCN1C(=O)S/C(=C\c2ccccc2Cl)C1=O	1	-3
CN(Cc1cccc(F)c1)C(=O)c1ccc2c(=O)n3c(nc2c1)CCC3	-12	-4
O=C(O)C1CCC(Cn2c(SCc3cc(=O)n4ccccc4n3)nc3ccsc3c2=O)CC1 (configuration not stated)	14	-20
COc1cccc(NC(=O)C(Sc2nnc(Nc3ccccc3C)s2)c2ccccc2)c1 (configuration not stated)	4	2
CN(CC(=O)Nc1cccc(F)c1)C(=O)CSc1ccccc1F	-12	3
O=C(Nc1cccc2ncccc12)c1ccc(Cl)cc1	71*	-12*
Cc1ccc(Cl)cc1NC(=O)C(=O)N1CCCCC1	0	-10
CCOC(=O)C[n+]1c(C)ccc2c1CCC2	-8	10
COc1ccc(C(=O)NCCN2CCOCC2)cc1[N+](=O)[O-]	-13	2
C[C@@H]1CCCCO[C@H](CN(C)C(=O)C2CCCCC2)[C@@H](C)CN([C@H](C)CO)C(=O)c2cc(N(C)C)ccc2O1	-20	6
O=C(CNC(=S)N(Cc1ccccc1)Cc1cccnc1)N1CCOCC1	7	-8
CC(C)(C)CC(=O)NCCCN1CCOCC1	11	-1
Cc1nn(-c2ccccc2)c2[nH]c(=O)c(CNCCN3CCOCC3)cc12	-9	0
COCCn1c(SCC(=O)Nc2cc(C)on2)nc2cc(Cl)ccc2c1=O	-8	11
O=C(COC(=O)Cc1ccsc1)NCc1ccccc1	9	-3
O=C(Cn1cnc2ccccc21)N/N=C/c1ccccc1	6	-8
Cc1cccc(/N=C2/NC(=O)C(Cc3ccccc3)S2)n1 (configuration not stated)	0	5
Cc1ccc(S(=O)(=O)N2CCOCC2)cc1C(=O)Nc1nc(-c2ccccn2)cs1	-12	-13
O=C(NCc1ccccc1)c1sc(=S)n2c1[nH]c(=O)c1ccccc12	-4	5
CC1CC(C)CN(C(=O)C(C)N2CCN(S(=O)(=O)c3ccc(Br)s3)CC2)C1 (configuration not stated)	-17	3
O=C(C1CCCCC1)N1CCC(c2nc3c(nnn3Cc3c(F)cccc3Cl)c(=O)[nH]2)CC1	-1	3
COc1ccc(-c2nc(CSCC(=O)N3CCc4ccccc43)c(C)o2)cc1OC	9	-8
CC1CCC(NC(=O)CNC(=O)c2ccc3ccccc3c2)CC1 (configuration not stated)	-18	-2
N#CCC(=O)Nc1ccc(C(=O)OCC(=O)NCc2ccc3c(c2)OCO3)cc1	-3	-5

Single records, as listed above. Values in the order: H9c2 TAG inh, H9c2 TAG inh DAPI viability
C[C@@H]1CCCCO[C@H](CN(C)C(=O)C2CCCCC2)[C@@H](C)CN([C@H](C)CO)C(=O)c2cc(N(C)C)ccc2O1 is listed with -20, 6
Cc1ccc(NC(=O)COC(=O)CCC2CCCC2)c(Br)c1 is listed with 9, 1
Cc1nn(-c2ccccc2)c2[nH]c(=O)c(CNCCN3CCOCC3)cc12 is listed with -9, 0

(further entries)
mol	H9c2 TAG inh	H9c2 TAG inh DAPI viability
CC(C)n1c(O)c(N=NC(=O)Cc2csc(N3CCOCC3)n2)c2ccccc21	12	-13
Cc1ccc2ccccc2c1C(O)c1ncc(-c2cccc(C(F)(F)F)c2)[nH]1 (configuration not stated)	26	-42
COc1cc(/C=C(\C#N)c2nc3ccccc3n2C)cc(OC)c1O	-3	4
CC1CCCC(C)N1C(=O)CSc1nnc(-c2ccco2)n1C (configuration not stated)	3	-3
COc1cccc(Cn2cccc(NC(=O)Nc3ccccc3C)c2=O)c1	-16	2
CSCCC(NC(=O)/C(=C/c1ccc2c(c1)OCO2)NC(=O)c1cccc([N+](=O)[O-])c1)C(=O)O (configuration not stated)	18	-7
COc1ccc(NC(=O)CN(C)CC(=O)Nc2cccc(F)c2)cc1Cl	17	-10
COc1ccc([C@H]2C[C@H](O)[C@@H](n3cc(-c4ccc(F)cc4)nn3)CN2Cc2cccs2)cc1	59*	-47*
Cc1cc(NC(=O)C(C)SCC(=O)OCC(=O)N(C)c2ccccc2)no1 (configuration not stated)	7	-5
CCC(C)c1ccc(S(=O)(=O)N2CCN(C(C)C(=O)NC3CCCC3)CC2)cc1 (configuration not stated)	-27	1
CCOCCCn1c(SCC(=O)NC2CCCCC2)nc2ccccc2c1=O	-13	0
CNc1snc(C)c1C(=O)OC(C)C(=O)Nc1cccc(C)c1 (configuration not stated)	-23	3
CC(=O)c1c(C)nc(-c2ccccc2)nc1NC(=O)C(C)C	-11	11
c1ccc(-c2nc3ccccc3[nH]2)cc1	-11	-1
CC(=O)c1c(C)nc2nonc2c1N	-6	5
O=C(CCN1CCCCC1)N/N=C/c1c[nH]c2ccccc12	17	-8
CC(=O)NC12CC3CC(C1)CC(C(=O)OCC(=O)Nc1ncc(Cl)c(C)c1Cl)(C3)C2	10	5
Cc1nc2ccccn2c(=O)c1NC(=O)c1ccc2c(c1)OCO2	-1	5
CC(=O)N1CCN(C(=O)COC(=O)/C=C/c2ccc(C(F)(F)F)cc2)CC1	0	-8
Cc1nn(CC2CC2)c(=O)n1N(C)c1ncc(C(F)(F)F)cc1Cl	-3	3
CCCNC(=O)CSc1nccn1Cc1ccco1	0	-7
COc1ccccc1NC(=O)CN1CCC(n2c(C)nc3cc(F)ccc32)CC1	25	-12
Cc1ccc(NC(=O)Nc2ccc(F)cc2F)c(OC(F)F)c1	-22	7
O=C(C1CC1)N1CCc2cc(S(=O)(=O)NC3CCN(Cc4ccccc4)CC3)ccc21	5	-2
CNC(=O)Oc1ccc2c(c1)[C@]1(C)CCN(C)C1N2C (some centres not stated)	-13	2
Cc1cc(C(=O)CSCCCn2c(=O)[nH]c3ccccc32)c(C)n1C	3	0
O=C(COC(=O)/C=C/c1ccc(OC(F)F)cc1)NC(=O)NCc1ccccc1	-5	0
COc1ccc(NS(=O)(=O)c2c(C)n(C)c(=O)n(C)c2=O)cc1	10	-2
OC(CNCC#Cc1ccccc1)c1ccccc1 (configuration not stated)	4	-8
CC(C)NC(=S)NN=C1CCCCCCCCCCC1	-10	7
O=C(O)C1=CC[C@@H](c2ccc(Cl)cc2)N(S(=O)(=O)c2ccc(Cl)cc2)[C@H]1c1ccc(Br)cc1	1	3
CC(C)C(=O)N1CCC1(C)C(=O)Nc1ccc(-n2cncn2)cc1 (configuration not stated)	-3	5
Cc1sc2ncnc(N3CCC(C(=O)Nc4ccc(Br)cc4Br)CC3)c2c1C	-14	-10
CC(C)(C)c1ccc(C(=O)c2c[nH]c(C(=O)NCCc3ccccn3)c2)cc1	-12	3
CCn1c(-c2ccc(N(C)C)cc2)nc2ccccc21	-138	-1
O=C(Nc1ccccc1)C1CCCCC1	10	-3
O=C1CCC(C(=O)N2CCN(c3cnccn3)CC2)CN1CCc1ccccc1 (configuration not stated)	4	-11
COc1ccc(NC(=O)N(C)C[C@H]2Oc3ncc(C#C[C@@H](C)O)cc3C(=O)N([C@H](C)CO)C[C@H]2C)cc1	-4	12
O=C(N/N=C/c1cc2ccccc2[nH]1)c1ccccc1Cl	-7	10
CC(CCC(C)C(C)(C)C)[C@@H]1CC[C@H]2C3C[C@H](OS(O)(=S)=S)[C@H]4C[C@H](OS(O)(=S)=S)[C@@H](OS(O)(=S)=S)C[C@]4(C)[C@H]3CC[C@]12C (some centres not stated) (tested in a mixture with another compound)	25	-1
Cc1ccc2nc(N3CCN(Cc4ccc(F)cc4)C3=O)c(C)cc2c1	9	-11
COc1ccc(NC(=O)CO/N=C2/CCCc3nonc32)c(OC)c1	-1	-2
COc1ccc(OC)c(CCNC(=O)CSc2ccsc2[N+](=O)[O-])c1	-11	4
COc1ccc(NC(=O)c2cc(C3CCCCN3S(=O)(=O)c3ccccc3)on2)c(C)c1 (configuration not stated)	3	-7

Screening results deposited in PubChem BioAssay by Sanford-Burnham Center for Chemical Genomics.
